Compound activity deposited in PubChem BioAssay by The Scripps Research Institute Molecular Screening Center.
PLCg1 inh: PLC-gamma1 enzyme inhibitors, primary screen, biochemical, fluorescence, purified enzyme. 1-phosphatidylinositol 4,5-bisphosphate phosphodiesterase gamma-1 (Homo sapiens), P19174. fluorogenic substrate. actives 0.84% (n = 370,000). inhibition, % at 12.2 µM; in the data active = inhibition above about 9.5%
Tn7 DDE FP: inhibitors of Tn7 peptide binding to fibrin DD(E), primary screen, biochemical, fluorescence polarization, human fibrin, Tn7 probe; Fibrinogen beta chain (Homo sapiens), P02675; FP displacement of FITC-Tn7 peptide from fibrin DD(E); 0% = median of compound wells per plate; inhibition, % at 8.3 µM; actives 0.13% (n = 370,000); AID 720508, 2013;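 active = inhibition above the mean of compounds falling within the control limits plus 3 SD of them, cut at about 14% in these data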;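 note: 0% = plate median of compound wells and 100% = 10 µM Aha-Tn7 peptide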
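Assay system: human fibrin DD(E). Input: DD(E) 2 µM final. Medium: Tris buffer with calcium and detergent, pH 7.8. Compound dosing: single point at 8.3 µM. Timing: 10 min plus 3 h, room temperature. Technique: fluorescence polarization of the labelled Tn7 tracer. Read-out: percent inhibition. Replicates: singlicate testing.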
DDE Tn6 FP inh: inhibitors of Tn6 peptide binding to fibrin DD(E), primary screen, biochemical, fluorescence polarization, human fibrin, Tn6 probe; Fibrinogen beta chain (Homo sapiens), P02675; Fibrin DD(E) TRITC-Tn6 fluorescence polarization displacement; inhibition, % at 8.3 µM; actives 0.21% (n = 370,000); AID 720509, 2013;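 active = inhibition above a per-campaign cutoff: mean of compounds within control limits plus 3 SD, cut at about 15% in these data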;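 note: 0% = median of all compound wells on the plate and 100% = blocking peptide control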
TDP2 inh: human TDP2 enzyme inhibitors, primary screen, biochemical, epi absorbance, recombinant enzyme; T5PNP hydrolysis, p-nitrophenol absorbance 415 nm; inhibition, % at 12.8 µM; actives 0.34% (n = 370,000);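 active = inhibition above the mean of all tested compounds plus 3 SD, set per campaign, cut at about 25% in these data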;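 note: 0% = DMSO with enzyme and 100% = buffer with substrate but no TDP2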
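System – recombinant human TDP2 · Quantity – TDP2 enzyme at 120 nM final · Doses – single concentration, 12.8 µM nominal, with 1% DMSO · Incubation – 2 h at 37 °C · Measured by – epi absorbance of p-nitrophenol freed from T5PNP by hydrolysis · Read-out – % inhibition relative to enzyme-containing and enzyme-free wells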
ADAM17 inh: ADAM17 inhibitors, primary screen, biochemical, QFRET | Disintegrin and metalloproteinase domain-containing protein 17 (Homo sapiens), P78536 | recombinant ADAM17, EDANS/DABCYL FRET peptide cleavage | actives 0.83% (n = 370,000) | inhibition, % at 6.95 µM;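 active = inhibition above the mean of compounds lying between control limits plus 3 SD, set per campaign, cut at about 8.5% in these data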;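 note: 0% = DMSO-only wells as the low control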
ASAP1 inh: inhibitors of human ASAP1 ArfGAP activity, primary screen, biochemical, fluorescence polarization; ASAP1-stimulated ARF1 GTP hydrolysis, GDP FP detection; AID 624377, 2012; inhibition, % at 16.5 µM; Arf-GAP with SH3 domain, ANK repeat and PH domain-containing protein 1 (Homo sapiens), …; actives 0.19% (n = 360,000); in the data active = inhibition above about 25%;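 note: 0% = vehicle with enzyme and substrate and 100% = no enzyme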
ARFGAP1 inhibitor: inhibitors of rat ARFGAP1 GAP activity, primary screen, biochemical, fluorescence polarization, GDP tracer | ADP-ribosylation factor GTPase-activating protein 1 (Rattus norvegicus), Q62848 | inhibition, % at 16.5 µM | actives 0.26% (n = 360,000) | AID 651572, 2012 | Arfgap1-stimulated ARF1 GTP hydrolysis, GDP FP detection;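 active = inhibition above a per-plate limit, mean inhibition of low control wells plus 3 SD, cut at about 25% in these data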;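 note: 0% = DMSO wells with enzyme and 100% = wells lacking Arfgap1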
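System: truncated rat Arfgap1 GAP domain / Medium: HEPES-based buffer, pH 7.5 / Also added: N-terminally truncated human ARF1-GTP substrate / Incubation: enzyme reaction 120 min at 25 °C after 20 min preincubation / Measured by: FP of antibody-bound GDP Alexa 633 tracer, ex 620/em 688 nm / Replicates: singlicate, each compound tested once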
LEDGF integ inh: blockers of LEDGF/p75-dependent integrase strand transfer – biochemical, TR-FRET, high throughput, primary screen; TR-FRET IN-LEDGF/p75 DNA integration, Eu/Cy5; inhibition, % at 3.7 µM; actives 0.64% (n = 370,000);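 active = inhibition above the screen-wide mean plus 3 SD, cut at about 13% in these data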;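 note: signal is the Cy5 over europium emission ratio at 671 and 618 nm; 0% = plate median of compound wells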
KLK7 zymogen act: proKLK7 zymogen activators, primary screen, biochemical, fluorescence intensity; activation, % at 7 µM; Kallikrein-7 (Homo sapiens), P49862; purified proKLK7, EDANS-DABCYL substrate fluorescence; 100% is mature enzyme control, 0% vehicle; actives 0.9% (n = 370,000);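 active = activation above the mean of all tested compounds plus 3 SD, computed per campaign excluding outliers beyond control limits, cut at about 13% in these data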
ADAM10 inh: human ADAM10 inhibitors, primary screen, biochemical, QFRET, HTS | Disintegrin and metalloproteinase domain-containing protein 10 (Homo sapiens), O14672 | recombinant ADAM10, EDANS/DABCYL FRET peptide cleavage, 3 h | inhibition, % at 7 µM | actives 0.62% (n = 370,000);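 active = inhibition above a per-campaign cutoff equal to the mean of compounds falling between control-based bounds plus 3 SD, cut at about 20% in these data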;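 note: 0% = DMSO wells while the 100% control is not disclosed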
* = called active by the depositor.

structure	PLCg1 inh	Tn7 DDE FP	DDE Tn6 FP inh	TDP2 inh	ADAM17 inh	ASAP1 inh	ARFGAP1 inhibitor	LEDGF integ inh	KLK7 zymogen act	ADAM10 inh
COC(=O)c1ccccc1NC(=O)C(C)n1nc(C)c2c(C)n(-c3ccccc3)nc2c1=O (stereo unspecified)	3.7	-4.4	2.4	1.4	5.6	-16.4	8.9	-0.9	0.3	-11.9
CCCCN1CCc2[nH]c(=S)[nH]c(=O)c2C1	-1.5	-1.3	0.9	3.4	-3.2	8.4	-14.2	-0.4	0.3	-12.2
O=C(NC1=NCCS1)C1CC2CCC1C2 (stereo unspecified)	2.2	6.9	3.1	-2.4	-4.9	4.3	4.7	3.6	0.1	-8.5
CCn1c(CNC(=O)c2cccc(C)c2)nnc1SCC(=O)NC1CCCC1	2.5	2.2	1.4	-14.4	1.5	6.5	-3.9	1.6	-0.1	-1.5
COC(=O)C1CN(C(=O)COc2ccc(Cl)c(C)c2)c2ccccc2O1 (stereo unspecified)	-0.3	3.8	-3.0	6.5	-3.3	0.8	-10.8	3.3	-0.2	0.5
Cc1nc2ccccc2c(=O)n1/N=C/c1cn(-c2ccccc2)nc1-c1cccs1	-13.0	5.5	8.3	-13.0	-0.2	8.1	-5.6	-0.2	0.4	-1.1
COc1ccccc1CNc1nc(C)c(C(C)=O)s1	4.6	-2.0	0.6	-0.7	2.6	11.8	1.3	5.4	-0.9	4.8
Cc1nn(CCC#N)c(C)c1Oc1ccccc1O	0.9	2.1	5.0	0.1	-6.8	-4.5	2.8	-1.6	0.0	-3.9
Cc1cc(C)cc(N2C(N)=NC(N)=NC2c2ccccc2F)c1 (stereo unspecified)	9.1	2.7	6.1	-11.3	2.0	4.9	1.3	0.2	0.2	-2.9
CC(=O)Nc1ccc(NS(=O)(=O)c2c(Cl)cccc2Cl)cc1	1.1	0.1	-1.8	7.2	0.3	14.2	2.3	-0.2	-0.3	5.2
Cn1c(SCCC(=O)O)nnc1-c1ccncc1	2.0	1.6	-6.4	10.0	0.9	-3.6	-4.1	3.1	-0.2	5.3
COc1ccc(NC(=O)C(=O)NCCN2CCN(C(=O)c3cccs3)CC2)cc1	-0.7	0.7	1.3	7.7	-4.2	-4.1	3.5	-0.8	-0.4	2.9
CCCCc1nnc(NC(=O)C2CC(=O)N(c3ccc(C)cc3)C2)s1 (stereo unspecified)	1.6	-2.5	7.1	-4.5	-3.9	-14.0	4.0	-2.6	0.0	1.8
O=C1CCCCN1CCCC(=O)N1CCCC(Nc2ccc(F)cc2)C1 (stereo unspecified)	-0.8	1.6	-8.8	-4.4	0.5	-16.2	7.6	-2.0	0.5	1.3
CCOc1ccccc1CN1CCN(CCCn2cccn2)CC1CCO (stereo unspecified)	-0.1	0.7	-2.4	-10.3	-1.3	-0.4	5.1	-1.2	0.4	6.2
Cc1nn(CC(=O)Nc2c(F)cc(F)cc2Br)c(=O)c2cccn12	1.7	2.0	1.8	12.1	-5.2	-6.2	-3.9	1.2	0.2	-7.1
Nc1nc(SC2c3cccc4cccc(c34)C2NS(=O)(=O)c2ccccc2)n[nH]1 (stereo unspecified)	1.1	-3.5	2.5	-5.0	2.9	14.4	-0.5	5.4	-0.4	4.0
Cn1cnnc1SCC(=O)Nc1ccc2nc(SCc3ccccc3Cl)sc2c1	-1.3	1.6	-3.3	-5.8	-0.7	1.9	5.5	-2.2	-0.5	3.0
CCN(CC(=O)Nc1c(F)cccc1F)C(=O)/C=C/c1ccc(OCC#N)c(OC)c1	-13.9	1.0	5.1	0.5	-9.0	-3.6	4.2	0.1	0.5	-34.0
CC(=C/c1ccco1)/C=N/NC(=O)c1ccncc1	0.3	-5.6	6.2	19.6	-0.2	4.2	1.9	-1.2	0.4	2.0
COc1ccc(OC)c(S(=O)(=O)ON2C(=O)c3ccccc3C2=O)c1	-18.0	0.8	-1.0	-1.7	-37.6	5.9	-1.2	-3.6	-0.7	-89.1
CC1CCc2[nH]c3ccc(C(=O)NCC4CCCO4)cc3c2C1 (stereo unspecified)	-12.1	-4.5	0.8	9.2	-9.3	3.5	8.8	-3.7	4.2	-14.9
CCc1ccc(C(=O)COC(=O)C(CCSC)NC(=O)C23CC4CC(CC(C4)C2)C3)cc1 (stereo unspecified)	-1.7	-3.1	7.6	-3.1	0.4	4.2	-0.3	0.8	-0.1	-1.6
Cc1ccc(CCNC(=O)c2ccc3nc4ccc(Cl)cc4c(=O)n3c2)cc1	-7.7	-4.3	4.5	11.9	-7.3	-4.4	2.8	-3.8	-1.0	-23.8
CCC1(C)NC(C(=O)O)Cc2c1[nH]c1ccccc21 (stereo unspecified)	-1.7	7.9	-2.4	-3.4	-5.1	6.6	-0.3	-0.1	-0.2	-5.4

Carrying on.
structure	PLCg1 inh	Tn7 DDE FP	DDE Tn6 FP inh	TDP2 inh	ADAM17 inh	ASAP1 inh	ARFGAP1 inhibitor	LEDGF integ inh	KLK7 zymogen act	ADAM10 inh
CC(C)c1nc(SCC(=O)Nc2ccc(C(=O)O)cc2)c2c3c(sc2n1)CCCC3	1.8	0.7	3.1	16.9	0.2	-5.9	-4.1	2.4	0.2	1.4
COc1cccc(NC(=O)C2CCN(S(=O)(=O)c3ccc(N4CCCC4=O)cc3)CC2)c1	5.4	3.5	12.1	-10.8	2.1	1.2	-9.9	-1.6	1.1	-5.3
O=C(C1=NNC2C(=O)N(c3ccccc3)C(=O)C12)c1nc(Cl)ccc1Cl (stereo unspecified)	1.9	-1.6	-1.4	15.0	-1.2	5.1	5.2	-0.6	0.0	-2.0
Nc1nnc(C(F)(F)F)s1	1.2	-5.6	-1.2	10.6	-2.6	-6.2	-1.4	-2.9	-0.3	-1.9
COc1ccc(N=C(NN)c2ccc3ccccc3n2)cc1	-8.2	2.3	-0.9	-7.8	-8.0	3.8	0.4	-6.8	-0.7	-21.3
O=C(C1=C[C@@H](c2ccc(Br)cc2)C[C@@H](OCCCCO)O1)N1CCOCC1	1.3	-2.5	-1.4	7.5	-3.0	1.1	-1.9	2.5	0.2	-0.6
COc1ccc(Cc2nc3ccc(C(=O)NCCCSC)cc3o2)cc1OC	-1.2	2.9	3.7	2.1	-6.2	2.4	5.3	-4.9	-1.7	-6.1
O=C(c1cccc([N+](=O)[O-])c1)N1CCN(c2cccc(Cl)c2)CC1	9.3	-4.8	-9.8	-16.4	4.0	-0.7	4.1	-1.6	0.0	6.7
Cc1ccc(S(=O)(=O)N2CCCCC2)cc1NC(=O)COC(=O)c1c(F)cccc1F	1.1	3.2	-3.5	-3.2	-0.3	3.5	5.9	-9.5	0.6	-2.5
COc1ccc(-c2c(C(=O)c3ccccc3)[nH]c(N)c2C(=O)NC2CC2)cc1OC	-3.0	-0.2	2.5	-6.2	-1.8	2.0	-1.7	1.2	-0.4	-52.0
Clc1ccc(-n2nnnc2-c2ccccc2)cc1	1.6	2.0	4.4	3.7	-4.3	2.6	-10.2	0.8	-0.1	0.7
CCOC(=O)N1CCN(c2c(NCCc3ccc(C)cc3)c(=O)c2=O)CC1	-0.6	6.6	-0.5	-6.7	-0.2	-4.8	1.9	-1.7	-0.7	-14.3
COc1cccc(CNCCc2c[nH]c3ccccc23)c1OCc1ccc(F)cc1	4.3	-3.8	3.6	4.3	0.5	-7.1	6.7	1.9	-0.2	15.9
CCN1CCN(C(=O)c2cn(CCOC)c(=O)c3c2c2ccccc2n3C)CC1	-72.9	-11.2	-3.0	-2.2	-100.4	0.2	0.0	-0.3	-5.7	-333.7
CN1CCN(c2ccc([N+](=O)[O-])cc2NC(=O)c2ccco2)CC1	2.5	-3.6	-1.2	7.1	1.8	3.6	3.4	0.2	-0.5	-3.2
CC(=O)NC(CCS(C)(=O)=O)C(=O)Nc1ccc(Oc2ccccc2)cc1 (stereo unspecified)	5.6	-3.1	1.2	-15.8	3.8	10.4	-8.4	4.0	-0.4	5.3
O=C(NCc1ccccc1)c1ccc2nc(N3CCOCC3)sc2c1	-0.2	-1.0	5.3	3.3	-2.7	-9.9	4.5	3.1	0.2	-5.1

Whole records as entered above. Order of values: PLCg1 inh	Tn7 DDE FP	DDE Tn6 FP inh	TDP2 inh	ADAM17 inh	ASAP1 inh	ARFGAP1 inhibitor	LEDGF integ inh	KLK7 zymogen act	ADAM10 inh
COc1ccc(Cc2nc3ccc(C(=O)NCCCSC)cc3o2)cc1OC is entered as -1.2	2.9	3.7	2.1	-6.2	2.4	5.3	-4.9	-1.7	-6.1
CN1CCN(c2ccc([N+](=O)[O-])cc2NC(=O)c2ccco2)CC1 is entered as 2.5	-3.6	-1.2	7.1	1.8	3.6	3.4	0.2	-0.5	-3.2

Rows were taken by chance; about 4.2% have a hit in one of these screens.
